sPLA2-III inh: Blocks human group III sPLA2 activity. Q9NZ20. QFRET BODIPY PC-A2 liposome hydrolysis, fluorescence. inhibition, % at 12.2 µM. actives 0.56% (n = 370,000);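 active = inhibition above mean plus 3 SD of compounds lying within the high and low control bounds, cut at about 19% in these data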;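 note: 0% = median of test compound wells and 100% = no enzyme DMSO wells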
DAX1 inh-1: inhibitors of human orphan nuclear receptor DAX1 (NR0B1) | actives 0.99% (n = 340,000) | P51843 | inhibition, % at 6.75 µM | HEK293 Gal4-DAX1 luciferase reporter, luminescence | AID 504766;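 active = inhibition above the mean over all tested compounds plus 3 SD, cut at about 4.2% in these data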;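 note: 0% = DAX1-transfected cells with DMSO and 100% = empty-vector control cells with DMSO; inhibition shows as a rise in luminescence from relieved DAX1 repression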
Target sequence (P51843 207-470 limits assumed): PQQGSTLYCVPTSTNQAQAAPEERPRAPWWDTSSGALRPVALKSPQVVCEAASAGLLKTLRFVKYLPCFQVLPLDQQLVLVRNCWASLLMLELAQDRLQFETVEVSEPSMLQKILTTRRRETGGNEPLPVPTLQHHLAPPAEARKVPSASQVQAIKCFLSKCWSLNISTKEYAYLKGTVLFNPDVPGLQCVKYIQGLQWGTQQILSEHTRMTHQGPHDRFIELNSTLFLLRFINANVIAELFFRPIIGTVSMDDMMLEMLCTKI
hgDAF12 agonist: hgDAF-12 agonism, primary luciferase screen; HEK293 GAL4-hgDAF12 UAS-luciferase reporter, agonist luminescence; normalized to butyrate control; activation, % at 6.8 µM; actives 1.8% (n = 370,000);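 active = activation above a cutoff set at the mean of all screened compounds plus 3 SD, cut at about 10% in these data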;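 note: 0% = DMSO wells and 100% = sodium butyrate wells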
FXN GAA850 act: frataxin GAA850 promoter activation; activation, % at 6 µM; HEK293 lucGAA850 FXN promoter luciferase reporter, 24 h; percent of 10 µM SAHA response; actives 0.56% (n = 360,000); AID 540364;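 active = activation above the average of all compounds screened plus 3 SD, cutoff fixed separately per campaign, cut at about 7.5% in these data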;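 note: 0% = DMSO wells and 100% = 10 µM SAHA wells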
PLCg1 inh: blocks human PLC-gamma1 enzyme activity; P19174; purified PLC-gamma1, fluorogenic substrate, fluorescence; inhibition, % at 12.2 µM; actives 0.84% (n = 370,000); in the data active = inhibition above about 9.5%
DAX1 inh-2: DAX1 (NR0B1) inhibition, primary screen; HEK293T StAR-luciferase reporter, SF-1/DAX-1 repression relief; inhibition, % at 6.8 µM; actives 1.1% (n = 370,000); AID 652010;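 active = inhibition above the mean over all tested compounds plus 3 SD, cut at about 3.6% in these data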;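 note: 0% = DAX-1 cells with DMSO and 100% = cells lacking DAX-1 with DMSO; higher inhibition means more luminescence from relief of DAX-1 repression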
ssDAF-12 act: S. stercoralis DAF-12 activation, primary screen; activation, % at 6.8 µM; HEK293 ssDAF-12/GRIP1 lit1-tk-luc reporter, luminescence; % of 3 µM dafachronic acid response; actives 1% (n = 370,000);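 active = activation above the mean over all tested compounds plus 3 SD, cut at about 0.9% in these data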;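 note: 0% = DMSO-only wells and 100% = 3 µM delta7-dafachronic acid wells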
ADAM10 inh: inhibitors of human ADAM10; recombinant ADAM10, EDANS/DABCYL FRET peptide cleavage, 3 h; actives 0.62% (n = 370,000); O14672; inhibition, % at 7 µM;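 active = inhibition above a per-campaign cutoff equal to the mean of compounds falling between control-based bounds plus 3 SD, cut at about 20% in these data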;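 note: 0% = DMSO wells while the 100% control is not disclosed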
Target sequence (O14672 214-748 limits assumed): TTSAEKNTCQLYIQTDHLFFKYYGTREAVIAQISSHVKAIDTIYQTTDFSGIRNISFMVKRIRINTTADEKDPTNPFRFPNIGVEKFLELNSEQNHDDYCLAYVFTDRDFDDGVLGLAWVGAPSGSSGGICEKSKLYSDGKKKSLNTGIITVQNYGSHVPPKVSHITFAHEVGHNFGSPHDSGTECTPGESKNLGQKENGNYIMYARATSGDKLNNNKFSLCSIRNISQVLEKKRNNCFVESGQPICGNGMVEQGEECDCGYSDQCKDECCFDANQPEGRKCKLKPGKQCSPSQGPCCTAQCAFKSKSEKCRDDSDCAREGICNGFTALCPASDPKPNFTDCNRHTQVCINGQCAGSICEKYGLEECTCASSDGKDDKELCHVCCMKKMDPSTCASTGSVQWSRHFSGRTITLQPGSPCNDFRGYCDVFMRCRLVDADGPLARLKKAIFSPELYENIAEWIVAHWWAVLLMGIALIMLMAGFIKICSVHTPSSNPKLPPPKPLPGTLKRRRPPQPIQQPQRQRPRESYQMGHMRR
ADAM17 inh: inhibitors of human ADAM17 | P78536 | recombinant ADAM17, EDANS/DABCYL FRET peptide cleavage | inhibition, % at 6.95 µM | actives 0.83% (n = 370,000) | AID 720648;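 active = inhibition above the mean of compounds lying between control limits plus 3 SD, set per campaign, cut at about 8.5% in these data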;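 note: 0% = DMSO-only wells as the low control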
PLCb3 inh: PLC-beta3 (human) inhibition, primary screen; Q01970; Purified PLC-beta3, fluorogenic substrate, fluorescence; inhibition, % at 12.2 µM; actives 0.18% (n = 370,000); AID 720704; in the data active = inhibition above about 11%;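 note: 0% = median of compound wells on plate and 100% = full blocker control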
hcDAF-12 act: H. contortus DAF-12 activation, primary screen. HEK293 hcDAF-12 lit1-tk-luc reporter, luminescence; 0% DMSO, 100% Δ7-dafachronic acid. activation, % at 6.8 µM. actives 1.4% (n = 370,000);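 active = activation above the mean of all tested compounds plus 3 SD, cut at about 5.5% in these data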;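 note: 100% = response to 3 µM Δ7-dafachronic acid high control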
* marks the source's active call; other numbers are inactive results; . = not tested or not shown. Compounds were not picked by outcome, and some 6.9% of all compounds hit somewhere here.

SMILES	sPLA2-III inh	DAX1 inh-1	hgDAF12 agonist	FXN GAA850 act	PLCg1 inh	DAX1 inh-2	ssDAF-12 act	ADAM10 inh	ADAM17 inh	PLCb3 inh	hcDAF-12 act
CN(C)C(CNC(=O)c1ccc(S(=O)(=O)NCc2ccco2)cc1)c1ccccc1 (configuration not stated)	0	1.6	-0.3	0.5	-1	0.7	-0.8	-3	-1	0	0.0
CCn1c(=S)[nH]c2sc3c(c2c1=O)CCCC3	3	1.8	-0.8	2.8	0	-0.2	-1.2	5	-2	-6	-2.0
COc1ccc(C2=NO[C@@H]3C(=O)N(c4ccc5c(c4)OCCO5)C(=O)[C@H]23)cc1OC	1	-0.4	-6.3	-12	0	-1.8	-2.6	-7	-3	0	-3.3
O=C(COc1ncnc2ccccc12)NCCC1=CCCCC1	1	2.0	-2.1	0.7	0	0.6	-0.8	4	-5	1	0.6
CCOC(=O)c1ccc(NC(=O)c2cc(C)nn2-c2ccccc2)cc1	-6	3.4	0.5	0.3	3	-0.4	-1.2	10	2	-3	-2.3
Cn1c(SCCCC(=O)c2ccc(Br)cc2)nnc1-c1ccncc1	-3	-1.6	-0.8	-1.2	-2	-1.6	-2.3	-2	-1	-2	-3.5
Cc1ccc(S(=O)(=O)N2CCOCC2)cc1C(=O)OCC(=O)c1c(N)n(C)c(=O)n(C)c1=O	-2	-0.5	-1.3	-0.8	2	-0.1	-0.8	6	2	-4	-1.1
COc1ccc(NC(=O)N(C)C[C@H]2Oc3ccc(NC(=O)CCC(F)(F)F)cc3C(=O)N([C@H](C)CO)C[C@@H]2C)cc1	3	-0.7	-0.5	-0.4	1	0.1	-1.4	-7	-2	-1	-0.6
O=C(NC1CCN(Cc2ccc(Cl)c(Cl)c2)CC1)c1ccccc1	-8	-1.4	-2.9	-0.7	2	-0.9	-1.6	11	-3	0	-3.3
CCN(CC)c1ccc(NC(=O)c2cc3ccccc3o2)c(C)c1	0	-1.8	-0.2	2.7	2	-1.0	-0.7	1	-3	-5	-1.5
CC/C(=N\NC(=O)c1c(C)nc2ccccn12)c1ccc(Cl)cc1	0	3.7	0.9	0.4	-5	0.0	-0.5	-1	-5	-6	-0.3
CCc1ccc(-c2nc(SCC(=O)N3CCOCC3)n[nH]2)cc1	0	-0.6	1.9	0.3	0	1.5	-1.7	4	-2	-5	1.5
C[C@@H](NC(=O)[C@@H]1CCCN1C(=O)[C@@H]1CCCN1C(=O)c1cccc2ccccc12)c1ccccc1	9	.	1.1	.	2	-0.3	-1.1	-20	-6	0	-1.8
C=CCCC(=O)Nc1ccc(Br)cn1	7	0.2	0.6	0.7	0	-0.3	-1.4	-8	-4	-2	-3.3
Cc1ccccc1C(=O)N[C@H](C(=O)N1CCC[C@H]1C(=O)NC1CCCC1)C1CCCCC1	0	.	-1.2	.	2	-1.6	-0.7	0	-2	6	-1.2
Cc1ccc(NC(=O)C2CC(O)CN2C(=O)Oc2ccccc2)c(C)c1 (configuration not stated)	4	-0.7	1.6	1.2	0	-0.2	0.1	1	-4	-9	2.5
Cc1occc1C(=O)N1CCCC(N2CCN(c3ccccc3F)CC2)C1 (configuration not stated)	-5	-0.6	-0.7	1.4	-3	2.4	-0.8	-6	-6	-5	-0.6
COc1ccc(NS(=O)(=O)c2cc(NC(=O)Cc3n[nH]c(=O)c4ccccc34)ccc2OC)cc1	-18	0.1	-1.5	-0.8	3	-1.0	-1.1	-1	0	-5	-0.1
COc1cc(CO)ccc1OCc1nnnn1-c1ccc(C)cc1	8	-0.2	0.2	0.5	-2	-0.9	-0.8	2	-2	0	-0.2
COc1cc(C(=O)OCC(=O)Nc2ccc(OC(F)F)cc2)cc(OC)c1OC	-4	-0.5	-1.1	-0.9	0	0.9	-0.8	14	5	-6	-1.9
CCOC(=O)c1c(NC(=O)c2cccs2)sc(C)c1CC	4	-1.1	0.8	3.6	-35	0.5	-1.0	-18	-10	-49	-2.1
Cc1cc2c(=O)n(C)c(SCC(=O)Nc3cccc(O)c3)nc2s1	-2	-0.1	4.2	0.5	2	0.2	-0.9	5	-2	-2	0.1
COc1cc([N+](=O)[O-])ccc1NC(=O)CCCOc1ccc(C)cc1	-1	-0.2	1.2	1.0	1	0.5	-0.3	6	-1	-4	0.8
CCOc1ccc(C(=O)Nc2ccc3nc(N4CCN(CC)CC4)cc(C)c3c2)cc1	-6	-0.5	0.5	-0.9	-17	1.1	-1.2	2	-3	-24	0.6
CCc1nc(NCCc2ccccn2)c2nnn(Cc3ccccc3F)c2n1	-5	-1.5	-5.1	2.1	7	-1.0	-1.3	-9	5	3	-2.7
Cc1cc(C)c(C#N)c(Nc2ccccc2C)n1	0	0.6	0.2	-0.9	-3	0.1	-0.5	-5	-3	-9	3.2
COC(=O)[C@]12C[C@H](CC(=O)N3CCC(c4ccccc4)CC3)C(=O)N(CCC3=CCCCC3)C1=C[C@H](C(C)C)O[C@@H]2C1CC1	-4	.	0.0	.	1	0.5	-0.7	-1	-3	-2	-0.1
C[C@@H]1CN([C@@H](C)CO)C(=O)CCCn2cc(nn2)CO[C@H]1CN(C)S(=O)(=O)c1ccc(-c2ccccc2)cc1	1	1.1	1.6	-0.5	-4	-1.2	-1.1	-13	-3	1	-0.5
COc1cc(NC(=O)CSc2nc3[nH]ncc3c(=O)n2-c2ccc(Cl)cc2)cc(OC)c1	-14	-1.1	-1.8	-2.9	6	-0.3	-1.8	31*	12*	-2	-2.6
Cc1ccc(NCc2ccccc2)cc1	4	0.4	4.8	-0.8	1	-0.1	0.5	-5	-3	-6	0.5

As entered above.
For ssDAF-12 act, `COc1ccc(NC(=O)N(C)C[C@H]2Oc3ccc(NC(=O)CCC(F)(F)F)cc3C(=O)N([C@H](C)CO)C[C@@H]2C)cc1` reads -1.4
For PLCg1 inh, `O=C(COc1ncnc2ccccc12)NCCC1=CCCCC1` reads 0
For PLCb3 inh, `Cc1ccc(NCc2ccccc2)cc1` reads -6
For hcDAF-12 act, `Cc1cc(C)c(C#N)c(Nc2ccccc2C)n1` reads 3.2

At a glance, two of the compounds above.
SMILES	sPLA2-III inh	DAX1 inh-1	hgDAF12 agonist	FXN GAA850 act	PLCg1 inh	DAX1 inh-2	ssDAF-12 act	ADAM10 inh	ADAM17 inh	PLCb3 inh	hcDAF-12 act
Cc1ccc(S(=O)(=O)N2CCOCC2)cc1C(=O)OCC(=O)c1c(N)n(C)c(=O)n(C)c1=O	-2	-0.5	-1.3	-0.8	2	-0.1	-0.8	6	2	-4	-1.1
COc1ccc(NC(=O)N(C)C[C@H]2Oc3ccc(NC(=O)CCC(F)(F)F)cc3C(=O)N([C@H](C)CO)C[C@@H]2C)cc1	3	-0.7	-0.5	-0.4	1	0.1	-1.4	-7	-2	-1	-0.6

(cont.)
SMILES	sPLA2-III inh	DAX1 inh-1	hgDAF12 agonist	FXN GAA850 act	PLCg1 inh	DAX1 inh-2	ssDAF-12 act	ADAM10 inh	ADAM17 inh	PLCb3 inh	hcDAF-12 act
CCC[C@@H]1Cc2ccccc2N1C(C)=O	2	-0.3	-1.4	1.2	1	-0.1	-0.5	11	0	7	0.3
Cc1nn(-c2ccc(F)cc2)c(N)c1C1(O)C(=O)Nc2ccccc21 (configuration not stated)	-1	0.2	0.9	-0.3	5	-0.1	-0.6	-2	-2	0	1.9
COc1ccc(-c2csc(NC(C)c3nc4cc(C(F)(F)F)ccc4n3CCOCCO)n2)cc1 (configuration not stated)	-36	-1.3	-4.6	-1.5	-5	-1.1	-1.7	7	3	-6	-2.7
COc1ccc(-n2c(=O)[nH]c3cc(C(=O)NCCc4ccc(Cl)cc4)ccc3c2=O)cc1OC	2	3.6	-2.9	-1.8	3	-0.4	-0.7	5	-1	-7	-1.2
COc1ccc(C(C(=O)NC(C)(C)C)N(Cc2ccco2)C(=O)CCC(=O)Nc2ccccn2)cc1 (configuration not stated)	5	-0.6	3.6	-1.1	-1	0.3	-1.1	-7	-5	-9	-1.2
COc1ccc(S(=O)(=O)N2CCOCC2)cc1NC(=O)Cc1cccs1	9	-0.7	1.4	0.3	-1	-0.1	-0.1	-5	-12	-6	0.5
O=C(COc1ccccc1)NNC1=NS(=O)(=O)c2ccccc21	-3	0.5	3.4	0.7	0	-0.1	-1.1	5	-2	3	-1.6
Cc1[nH]c(C)c(S(=O)(=O)NCCc2ccc(S(N)(=O)=O)cc2)c1C(=O)N1CCCC1	1	-0.6	0.5	0.4	0	0.2	-1.3	-5	-1	-7	-1.6
Cc1ccc(C(=O)CSc2nnc(COc3cc(C)cc(C)c3)o2)cc1	-27	0.1	0.8	2.9	1	-0.2	-1.1	12	0	9	-0.7
CCN1CCN(C(=O)C2CCN(S(=O)(=O)c3cccc4cccnc34)CC2)CC1	2	-0.3	-2.8	-0.4	-1	0.7	-1.3	-9	-4	-6	0.2
CC(C(=O)Nc1ccccc1Cl)c1ccc([N+](=O)[O-])cc1 (configuration not stated)	-3	1.8	0.5	-0.3	1	0.2	0.2	-2	1	2	-0.2
CCOc1cc(C=O)ccc1OCCSc1ccc(C)cc1	1	1.1	1.0	3.5	8	-1.9	-0.8	16	8	1	0.9
O=C(CNCC1(N2CCOCC2)CCCCC1)Nc1ccc(Cl)cc1	10	0.1	-1.4	2.5	4	0.1	-0.9	-7	-5	2	-1.4
O=C(O)CC(CC(=O)O)(C(=O)O)c1ccccc1	4	1.2	-1.0	1.8	1	-0.1	-1.2	2	0	-6	-1.5
Cc1ccc(C2C3=C(CCCC3=O)OC3=C2C(=O)CCC3)cc1	12	1.7	-2.2	0.7	1	-0.1	-1.2	-2	-1	4	0.2
COc1cc(NC(=O)c2cc(-c3cccs3)on2)cc(OC)c1OC	-15	-2.0	0.2	-5.2	0	-1.9	-2.3	10	0	0	-3.2

ADAM10 inh, hit marks shown above.
SMILES	sPLA2-III inh	DAX1 inh-1	PLCg1 inh	DAX1 inh-2	ssDAF-12 act	ADAM10 inh	ADAM17 inh	PLCb3 inh	hcDAF-12 act
COc1cc(NC(=O)CSc2nc3[nH]ncc3c(=O)n2-c2ccc(Cl)cc2)cc(OC)c1	-14	-1.1	6	-0.3	-1.8	31*	12*	-2	-2.6

Reprinted at random: two records from the list.
SMILES	sPLA2-III inh	DAX1 inh-1	hgDAF12 agonist	FXN GAA850 act	PLCg1 inh	DAX1 inh-2	ssDAF-12 act	ADAM10 inh	ADAM17 inh	PLCb3 inh	hcDAF-12 act
COc1ccc(S(=O)(=O)N2CCOCC2)cc1NC(=O)Cc1cccs1	9	-0.7	1.4	0.3	-1	-0.1	-0.1	-5	-12	-6	0.5
COc1ccc(-n2c(=O)[nH]c3cc(C(=O)NCCc4ccc(Cl)cc4)ccc3c2=O)cc1OC	2	3.6	-2.9	-1.8	3	-0.4	-0.7	5	-1	-7	-1.2
